# MazF activator: activators of E. coli MazEF toxin-antitoxin RNase. P0AE70. FAM/BHQ RNA-DNA oligo cleavage fluorescence, 5 h. actives 0.32% (n = 350,000). activation, % at 20 µM; in the data active = activation above about 50%
# BH1578 lux ind: induces V. cholerae light production without autoinducers; V. cholerae BH1578 lux reporter, luminescence, 6 h; activation, % at 18.7 µM; actives 0.16% (n = 350,000); AID 588436; in the data active = activation mostly above about 9.7%, no sharp cut-off; also: not every result past the cut was called active; inactives centre near 0; reference of the scale not given here
# SARS 3CLpro inh: SARS-CoV 3CLpro protease inhibition; actives 0.14% (n = 290,000); recombinant SARS-CoV 3CLpro, quenched FRET peptide cleavage; inhibition, % at 6 µM; AID 1706; P0C6X7; in the data active = inhibition above about 12%
# Mtb FBA inh: inhibitors of M. tuberculosis fructose-bisphosphate aldolase; purified M. tuberculosis FBA, fluorescence read-out; actives 2.3% (n = 360,000); inhibition, % at 1 µM; AID 588726; P9WQA3; in the data active = inhibition above about 27%;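 also: 0% = vehicle and 100% = reference inhibitor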
# Target sequence (P9WQA3 whole entry, looked up): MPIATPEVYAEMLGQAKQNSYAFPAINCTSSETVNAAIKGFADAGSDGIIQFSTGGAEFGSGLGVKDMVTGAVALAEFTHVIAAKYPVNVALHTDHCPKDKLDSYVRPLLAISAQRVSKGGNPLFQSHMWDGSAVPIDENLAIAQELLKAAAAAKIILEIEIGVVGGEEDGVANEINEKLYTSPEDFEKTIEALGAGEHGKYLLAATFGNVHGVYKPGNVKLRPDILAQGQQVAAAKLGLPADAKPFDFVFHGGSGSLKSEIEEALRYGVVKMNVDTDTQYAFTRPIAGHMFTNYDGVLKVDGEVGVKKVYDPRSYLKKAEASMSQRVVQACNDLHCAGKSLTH
# Rv3671c inh: Rv3671c (M. tuberculosis) protease inhibition. inhibition, % at 5.96 µM. actives 0.048% (n = 320,000). P9WHR9; in the data active = inhibition above about 38%;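 also: extracellular domain of Rv3671c used as enzyme; 0% = enzyme with DMSO and 100% = no enzyme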
# Target sequence (P9WHR9 whole entry, looked up, the tested form may be a part): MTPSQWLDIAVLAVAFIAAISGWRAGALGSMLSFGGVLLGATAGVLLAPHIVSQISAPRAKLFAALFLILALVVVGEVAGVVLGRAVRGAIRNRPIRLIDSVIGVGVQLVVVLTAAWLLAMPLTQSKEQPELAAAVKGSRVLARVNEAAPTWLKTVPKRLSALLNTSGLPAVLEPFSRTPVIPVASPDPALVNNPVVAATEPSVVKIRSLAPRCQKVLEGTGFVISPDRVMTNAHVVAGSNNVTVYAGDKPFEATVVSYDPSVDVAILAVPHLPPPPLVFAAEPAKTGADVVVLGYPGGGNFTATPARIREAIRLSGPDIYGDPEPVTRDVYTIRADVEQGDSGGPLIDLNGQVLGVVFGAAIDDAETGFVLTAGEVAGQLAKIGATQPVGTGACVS
# VHR inh abs: inhibitors of human VHR1 phosphatase (DUSP3) | P51452 | recombinant VHR phosphatase, pNPP absorbance | inhibition, % at 13.3 µM | actives 0.52% (n = 290,000) | AID 1654; in the data active = inhibition above about 50%; also: some compounds called inactive have numbers as strong as hits
# Target sequence (P51452 whole entry, looked up): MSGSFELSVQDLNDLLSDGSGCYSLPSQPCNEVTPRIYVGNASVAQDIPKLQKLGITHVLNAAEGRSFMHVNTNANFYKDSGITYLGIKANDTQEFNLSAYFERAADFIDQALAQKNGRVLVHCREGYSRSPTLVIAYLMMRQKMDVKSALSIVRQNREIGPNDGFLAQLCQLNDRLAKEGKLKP
# Mtb UGM inh: blocks M. tuberculosis UGM enzyme; P9WIQ1; purified UGM, fluorescence polarization probe displacement; inhibition, % at 10 µM; actives 0.06% (n = 320,000); AID 504406; in the data active = inhibition above about 10%, passing the limit was not always enough
# PriA SSB inh: K. pneumoniae PriA-SSBct interaction inhibition; AID 1272365; AlphaScreen SSBct-PriA binding, biotinylated peptide; inhibition, % at 33 µM; actives 0.6% (n = 430,000); in the data active = inhibition mostly above about 37%, no sharp cut-off; inactive = mostly below about 20%;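 also: plate controls were negative control peptide for no effect and reference peptide for full effect; strong numbers were not always called active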
# BioA inh: BioA (M. tuberculosis) enzyme inhibition; purified M. tuberculosis BioA enzyme, plate reader; inhibition, % at 9.99 µM; actives 0.096% (n = 360,000); in the data active = inhibition above about 40%
# GDH-TPI inh: counter-screen for M. tuberculosis FBA inhibitors: GDH-TPI coupled enzymes. GDH-TPI coupled enzyme counterscreen, NADH absorbance. inhibition, % at 4.8 µM. actives 1.2% (n = 360,000); in the data active = inhibition above about 30%;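 also: 0% = DMSO wells and 100% = wells lacking the enzyme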
# Numbers without * were called inactive; i = inactive; . = not tested or not shown; & = joins results of further samples. The list is partial; rates above refer to the full screens.
# The opening 3 entries, ahead of the listing:
mol,GDH-TPI inh,Mtb FBA inh,PriA SSB inh,BioA inh,SARS 3CLpro inh,MazF activator,Rv3671c inh,VHR inh abs,BH1578 lux ind,Mtb UGM inh
COc1ccc(/C=N/NC(=O)c2ccc3nc[nH]c3c2)c(OC)c1OC,29,1,i,2.2,3,8,-2,-11,-0.6,1.4
COc1ccc(S(=O)(=O)Nc2cc(S(=O)(=O)c3ccccc3)c(O)cc2C)cc1,14,3,-1,1.0,-5,8,-3,-4,-0.4,2.6
O=C(c1ccccc1)c1ccccc1C(=O)N1CCOCC1,2,-4,-5,.,-2,0,2,10,-0.2,-1.5

# The listing, previewed entries included:
mol,GDH-TPI inh,Mtb FBA inh,PriA SSB inh,BioA inh,SARS 3CLpro inh,MazF activator,Rv3671c inh,VHR inh abs,BH1578 lux ind,Mtb UGM inh
COc1ccc(/C=N/NC(=O)c2ccc3nc[nH]c3c2)c(OC)c1OC,29,1,i,2.2,3,8,-2,-11,-0.6,1.4
COc1ccc(S(=O)(=O)Nc2cc(S(=O)(=O)c3ccccc3)c(O)cc2C)cc1,14,3,-1,1.0,-5,8,-3,-4,-0.4,2.6
O=C(c1ccccc1)c1ccccc1C(=O)N1CCOCC1,2,-4,-5,.,-2,0,2,10,-0.2,-1.5
CCOc1ccc(/C=C/C(=O)Oc2ccc(OC)cc2)cc1,18,-1,-14,0.8,-5,-5,-7,-4,i,0.6
N#Cc1c(N)c(C(=O)c2ccc(Cl)cc2)n2c1CCC2,19,1,-11,-1.5,2,3,-2,6,-0.4,0.2
Cc1occc1C(=O)NNC(=O)C1CCCCC1,0,-2,10,-1.2,2,6,4,24,-0.2,-4.1
COC(=O)c1ccc(C2NC(=O)CCC2[N+](=O)[O-])cc1 (configuration not stated),10,-1,-7,-3.4,0,-19,4,4,-0.4,2.7
O=C(CCCOc1ccc(Cl)cc1Cl)N1CCCc2ccccc21,12,1,-39,0.3,3,1,-5,-18,i,0.4
COc1ccc(-n2c(O)c(C(C)=NCCc3c[nH]c4ccccc34)c(=O)[nH]c2=O)cc1,-7,-1,-16,-0.8,-2,-3,13,45,i,-3.2
COc1ccc(NC(=O)CNS(=O)(=O)c2ccc(Cl)cc2)cc1,-3,-2,3,-0.3,-2,4,-2,-5,i,1.9
Cc1ccc(C)c(C(=O)O/N=C(\N)c2ccc(Br)cc2)c1,-3,5,i,0.3,-3,3,2,36,1.1,2.6
CCc1c(C)nc(SCC(=O)CC(=O)OC(C)C)c(C#N)c1C,1,6,-2,-0.3,7,12,-3,4,-0.2,-2.5
CCOC(=O)C(C)Sc1nc2ccccc2c(=O)n1CC (configuration not stated),2,0,-7,0.0,7,-4,-9,-13,-0.7,0.3
C=CCn1c(-c2ccc(OC)c(OC)c2)n[nH]c1=S,0,6,-12,1.2,0,11,-5,3,0.2,0.8
O=C(O)c1ccc(-n2cccn2)nc1,0,1,-6,.,-3,10,-7,-2,-0.1,-1.7
COc1cc(Cl)c(C)cc1NC(=O)CN(C)C1CCS(=O)(=O)C1 (configuration not stated),9,3,1,-0.2,.,2,-4,.,i,-0.8
Cc1ccc(S(=O)(=O)N2CCC(C(=O)O)CC2)cc1C(=O)O,-3,-5,-6&-10,-1.6,5,-2,3,36,-2.3,-1.2
CS(=O)(=O)N(CC(=O)N1CCN(c2ccccc2)CC1)c1ccc(Cl)c(C(F)(F)F)c1,0,1,-5,0.8,-4,-10,-7,28,.,2.1
Cc1ccc(-c2nn(-c3ccccc3)cc2C(=O)N2CCN(c3ccccn3)CC2)cc1,2,3,10,.,2,-9,-15,7,2.4,-1.0
Cc1nn(C(C)C)c(C)c1CN1CCN(Cc2ccsc2)C(CCO)C1 (configuration not stated),4,0,-2,.,-6,4,6,22,i,-1.0
CC(C)NC(=O)c1cc2ccccc2o1,-4,2,1,-3.5,-4,13,0,13,i,-2.3
COC(=O)c1ccccc1NC(=O)c1cc2n(n1)C(C(F)F)CC(C(F)F)N2 (configuration not stated),7,0,3,-2.0,-5,5,0,-11,-0.3,1.0
CCOC(=O)CSc1nc(C2CC2)nc2ccccc12,18,4,-2,0.6,-4,-3,-3,17,-7.1,0.0
COC(=O)[C@]1(CC(C)C)N[C@H](c2ccc(-c3ccc(C(C)=O)cc3)cc2)[C@@H]2C(=O)N(C)C(=O)[C@@H]21,1,4,2,-0.5,.,-6,-2,.,-0.6,-1.6
COc1ccc(S(=O)(=O)c2c(C)c(NS(=O)(=O)c3ccccc3)cc(C)c2O)cc1,9,-1,-1,.,5,8,-11,3,i,0.9
COc1ccc(CCN(C)CCc2ccc(OC)c(OC)c2)cc1OC,-16,-2,5,0.1,.,5,-5,.,i,0.8
CSc1ccc(CNC(=O)C2CCC(=O)N(CCc3ccc(Cl)cc3)C2)cc1 (configuration not stated),-3,-3,.,-0.7,.,2,.,.,-0.5,.
CC(NC(=O)C1=CC=CN2CCS(=O)(=O)N=C12)c1ccc(Cl)c(Cl)c1 (configuration not stated),18,16,-13,.,.,4,1,.,i,0.0
C[C@@H]1CN([C@H](C)CO)C(=O)c2cc(NC(=O)c3ccncc3)ccc2O[C@@H]1CN(C)C(=O)Nc1ccccc1,20,4,-4,-0.5&-2.5,.,5,-2,.,i,6.5
C/C(=N\OC(=O)c1ccc(F)cc1)c1sc(-c2ccc(Cl)cc2)nc1C,-5,-1,.,0.3,.,-6,-3,.,0.5,-2.0
CCOc1cccc2c1OC1(C)CC2NC(=O)N1c1cccc(Cl)c1 (configuration not stated),-10,-3,15,-1.9,4,5,-4,14,-2.9,1.7
O=C(CNC(=O)c1ccccc1Cl)NC1CCN(Cc2ccccc2)CC1,1,-1,-8,-0.7,-2,21,-7,12,-8.8,2.8

# Complete entries as entered above. Order of values: GDH-TPI inh, Mtb FBA inh, PriA SSB inh, BioA inh, SARS 3CLpro inh, MazF activator, Rv3671c inh, VHR inh abs, BH1578 lux ind, Mtb UGM inh
# CC(NC(=O)C1=CC=CN2CCS(=O)(=O)N=C12)c1ccc(Cl)c(Cl)c1 (configuration not stated) is entered as 18, 16, -13, ., ., 4, 1, ., i, 0.0
# COc1ccc(S(=O)(=O)c2c(C)c(NS(=O)(=O)c3ccccc3)cc(C)c2O)cc1 is entered as 9, -1, -1, ., 5, 8, -11, 3, i, 0.9
# O=C(CNC(=O)c1ccccc1Cl)NC1CCN(Cc2ccccc2)CC1 is entered as 1, -1, -8, -0.7, -2, 21, -7, 12, -8.8, 2.8
# C/C(=N\OC(=O)c1ccc(F)cc1)c1sc(-c2ccc(Cl)cc2)nc1C is entered as -5, -1, ., 0.3, ., -6, -3, ., 0.5, -2.0
# CCOc1cccc2c1OC1(C)CC2NC(=O)N1c1cccc(Cl)c1 (configuration not stated) is entered as -10, -3, 15, -1.9, 4, 5, -4, 14, -2.9, 1.7

# The list goes on.
mol,GDH-TPI inh,Mtb FBA inh,PriA SSB inh,BioA inh,SARS 3CLpro inh,MazF activator,Rv3671c inh,VHR inh abs,BH1578 lux ind,Mtb UGM inh
O=C(N1CCOCC1)C12CC3CC(C1)CC(C(=O)N1CCOCC1)(C3)C2,2,0,2,-1.2,-8,5,-1,3,5.6*,-0.4
O=C(COc1ccc(Br)cc1Cl)c1ccc[nH]1,1,3,-4,1.2,-1,-13,-8,8,0.2,3.4
O=C(CCNS(=O)(=O)c1ccccc1)N1CCOCC1,2,0,-9,-1.3,6,-5,-6,26,-0.4,-1.2
CS(=O)(=O)Oc1ccc(Br)cc1/C=C1/N=C(c2ccco2)OC1=O,0,-2,-3,.,-1,0,-11,4,-0.3,0.8
Cn1c(=O)c2c(nc(SCC(=O)NCc3ccc4c(c3)OCO4)n2Cc2ccc(F)cc2)n(C)c1=O,3,5,-4,0.5,-4,8,8,9,i,-0.5
C=CCOc1ccc(/C=C2\N=C(C)OC2=O)cc1OC,2,1,0,.,-1,3,-1,1,-0.8,1.7
CCOc1cc(/C=N/Nc2nc(=O)[nH]nc2C)ccc1O,21,-6,.,-1.5,2,1,0,16,-0.8,2.8
COc1ccc(-c2cc(N)n(S(=O)(=O)c3ccc(F)cc3)n2)cc1OC,18,-1,-8,3.4,2,4,1,-4,-0.3,0.3
CSc1sc(C(=O)NNC(C)=O)c2c1C=CCC2,-2,3,-1,2.5,1,2,-4,2,-0.4,1.7
COC(=O)C1=C(C(=O)OC)[C@@H]2N(C)c3ccccc3[C@@]23C[C@@H](CO)N(C(=O)C2CCC2)C3=N1,9,-2,18,-0.8,.,2,10,.,i,-0.8
Cc1ccc2c(CC(=O)OC(C)C(=O)Nc3ncc(Cl)cc3Cl)coc2c1 (configuration not stated),7,6,-12,-4.0,3,-5,9,18,-0.2,.
O=C(Nc1cccnc1)c1cc(-c2ccccc2)on1,-2,-10,-16,2.3,4,0,-13,-18,.,3.3
CCCn1nc(NC(C)=O)c2cc3cccc(C)c3nc21,5,10,2,0.1,-6,4,-11,20,i,3.7
COc1ccc(-n2ncc3c(N4CCCc5ccccc54)ncnc32)cc1,-1,9,-13,7.8,3,0,.,14,i,.
COc1ccc(NC(=O)CN(C)C(=O)C2CCCO2)cc1 (configuration not stated),2,-1,-5,-0.7,.,1,-2,.,i,-1.0
CC1CCCCN1C(=O)C1CCN(c2nc(-c3ccccc3)nc3c2CCC3)CC1 (configuration not stated),4,-3,-4,.,1,4,0,3,i,-1.0
COc1ccc(Cn2c(=O)[nH]c3cc(C(=O)NCCCN4CCCC4)ccc3c2=O)cc1,4,1,-6,-1.8,0,8,-7,24,-0.4,-4.7
Cc1ccc(C)c(S(=O)(=O)NCC(=O)OCC(=O)Nc2sccc2C(N)=O)c1,-3,0,16,-0.4,.,8,.,.,4.8,.
COC(=O)C1=C(C(=O)OC)[C@]2([C@@H]3CCCCN[C@@H](Cc4ccccc4)C(=O)N3Cc3ccccc3)C=C[C@H]1O2,15,-2,7,3.2,.,-1,.,.,-1.2,.
O=c1cc(-c2nn[nH]n2)[nH]c(=O)[nH]1,7,2,-6,-0.7,.,3,.,.,-3.3,.
O=C(COc1ccccc1)Nc1ccc(N2CCCCC2)cc1,-2,3,3,-3.1,.,-3,-5,.,-4.0,0.6
Cc1cc2nc3c(c(=O)n2[nH]1)CCCC3,-5,16,-8,3.6,2,1,2,-10,.,1.7
Cc1nn(Cc2ccc(F)cc2)c(Cl)c1/C=N/NC(=O)c1ccccc1,-4,0,.,.,-3,13,-5,9,i,-1.7
CCn1c(=N)n(CC(O)COc2cccc(C)c2)c2ccccc21 (configuration not stated),1,2,0,1.4,6,12,-3,17,i,2.1
COc1ccc(NC(=O)c2ccc(C(=O)c3ccccc3)o2)cc1,4,-2,-19,0.0,1,0,-3,14,.,1.5
O=C(O)CCCNc1c(C(=O)Nc2ccc(Cl)cc2)cc([N+](=O)[O-])cc1[N+](=O)[O-],14,-7,-1,.,5,7,-4,15,i,3.2
CCCc1cc(C(=O)N2CCCC(C(=O)c3cccc4ccccc34)C2)n(C)n1 (configuration not stated),-5,-6,-2,.,4,1,-4,39,-0.2,2.2
COc1cccc(N2CCN(CC(=O)NC3=Nc4ccccc4N=C(C)C3c3ccccc3)CC2)c1 (configuration not stated),4,-1,1,0.6,1,-5,2,-4,i,0.4
CC1CCc2ccccc2N1CC(=O)Nc1cccc(S(=O)(=O)N2CCCC2)c1 (configuration not stated),4,2,6,-0.9,.,0,.,.,-0.7,.

# Screening data deposited in PubChem by several laboratories.
